From PubChem BioAssay
A350 fluor: A350 region autofluorescence. Compound autofluorescence, 340/450 nm, Alexa 350 dye-equivalents; hits give high values. max dye-equivalent concentration, M. actives 11% (n = 59,000). AID 590; in the data active means max dye-equivalent concentration above about 10 nM; inconclusive means mostly about 1.1 nM to 9.6 nM
Casp7 inh: caspase-7 (human) inhibition, allosteric or competitive | P55210 | recombinant caspase-7, Ac-DEVD-AFC fluorescence rate | Potency, µM (highest dose often 57.5 µM), inactives show top-dose activity change, negative = inhibition, hits mostly inhibitors | actives 0.02% (n = 75,000); active means well fitted inhibition curve with a large enough effect in the main read-out, with a control signal flat, not every such curve was filed as active; inconclusive means small, poorly fitted or top-dose-only effect, or a change in a side signal; further: potency means the concentration at half of the fitted maximal effect; % of control where 0% means no effect
BRCT PPI green: blocks human BRCA1 BRCT binding to phosphopeptide, green readout; P38398; BRCA1 BRCT-phosphopeptide binding, green fluorescence polarization; Potency, µM (titrated, usually from 76.9 µM), inactives show at the top dose activity change, negative = inhibition, hits mostly inhibitors; actives 0.05% (n = 75,000); AID 875;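 further: potency means the concentration at half of the fitted maximal effect; plate controls were peptide without protein for full effect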
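Fluorescence polarization: His-tagged BRCT (~35 kDa BRCA1 C-terminus, 250 nM) bound to 100 nM fluorescein-labeled phosphorylated 10-aa BACH1 peptide, pH 7.3 phosphate buffer with DTT and Tween 20. Compounds incubated 12 min at room temperature; inhibition read as lowered polarization.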
Fluorescein autfl: fluorescein region autofluorescence; Compound autofluorescence, 480/540 nm, fluorescein-equivalent; hits give high values; max fluorescein-equivalent concentration, M; actives 0.91% (n = 59,000); AID 593; in the data active means max fluorescein-equivalent concentration above about 10 nM; inconclusive means between about 1.1 nM and that limit
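Library compounds, added at multiple concentrations to pH 8.0 Tris buffer (100 mM), incubate 15 min at room temperature before CCD imaging at 480 nm excitation and 540 nm emission.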
HEK293 cAMP ctrl: parental HEK293 cAMP activation (counter-screen). Potency, µM (top dose mostly 57.1 µM), without a hit: at the highest dose activation, usual class: activators. AID 938. parental HEK293 CNG cAMP sensor, membrane potential fluorescence. actives 2.5% (n = 73,000); further: potency means the concentration at half of the fitted maximal effect; % of control where 0% means no effect; nearly all actives have a fitted effect of over 55% in size
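Parental HEK 293 cells stably expressing a modified CNG channel (no TSHR) report cAMP rise as membrane depolarization. Membrane potential dye with 100 uM RO 20-1724 was loaded for 60 min at room temperature, then compound added for 30 min; fluorescence read at 590 nm.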
USP2a inhib: USP2a (human) protease inhibition | O75604 | USP2a enzymatic assay, qHTS inhibition | Potency, µM (series often up to 38.3 µM), for the others: top-dose activity change, negative = inhibition, actives largely listed as inhibitors | actives 0.1% (n = 60,000) | AID 927;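 further: potency means the concentration at half of the fitted maximal effect; nearly all actives have a fitted effect of over 60% in size; plate controls were DMSO for no effect and NEM full inhibition control for full effect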
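Coupled readout: USP2-cleaved Ub-PLA2 (20nM final) turns over NBD C6-HPC (20uM final), Ex 460nm/Em 535nm after 2.5 h, time-zero read flagging artifacts. Enzyme (20nM final, pH 8.0 Tris) given 30 min RT with compound first; NEM defines full inhibition.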
Casp1 inh: blocks human caspase-1 allosterically or competitively. P29466. Caspase-1 enzyme, Ac-WEHD-AFC fluorogenic rate. Potency, µM (series often up to 57.5 µM), for the others: at the top dose activity change, negative = inhibition, hits mostly inhibitors. actives 0.03% (n = 75,000). AID 900;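 further: potency means the concentration at half of the fitted maximal effect; plate controls were vehicle for no effect and no substrate for full effect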
TexasRed autofl: compounds fluorescent in Texas Red spectral region | Compound fluorescence, Texas Red channel, 547/618 nm; hits give high values | max dye-equivalent concentration, M | actives 0.06% (n = 59,000) | AID 587; in the data active means max dye-equivalent concentration above about 10 nM; inconclusive means between about 1.1 nM and that limit
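Pin-transferred compounds and Texas Red standards go into 100 mM Tris buffer, pH 8.0. After 15 min at room temperature, plates are imaged with 547/618 nm filters. Each value is a dye-equivalent concentration derived from the per-plate dye curve.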
Rhodamine autofl: compound autofluorescence in rhodamine spectral region | Rhodamine-region fluorescence, 547/598 nm, Tris buffer; hits give high values | max dye-equivalent concentration, M | actives 0.05% (n = 59,000); in the data active means max dye-equivalent concentration above about 11 nM; inconclusive means between about 1.1 nM and that limit
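A six-point rhodamine series on each plate calibrates the signal. Compounds sit in 100 mM Tris (pH 8.0) for 15 min at ambient temperature before imaging through 547 nm/598 nm filters.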
BRCT PPI red: BRCT-phosphoprotein interaction inhibition (red fluorophore). P38398. BRCT-phosphopeptide binding, red fluorescence polarization. Potency, µM (top dose mostly 76.9 µM), inactives show at the top dose activity change, negative = inhibition, most hits filed as inhibitors. actives 0.03% (n = 75,000). AID 892; further: on the % scale 0 is the no-effect control and ±100 the full control effect
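Fluorescence polarization: 100 nM His-tagged BRCA1 BRCT with 100 nM TAMRA-labelled phospho-BACH1 decapeptide, phosphate buffer pH 7.3 with 150 mM NaCl, DTT, 0.01% Tween 20; 12 min RT. Binding inhibition seen as FP decrease.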
4-MU autofl: compounds fluorescent in 4-MU spectral region; compound autofluorescence, 340/450 nm, 4-MU equivalents; hits give high values; max dye-equivalent concentration, M; actives 11% (n = 59,000); AID 589; in the data active means max dye-equivalent concentration above about 10 nM; inconclusive means mostly about 1.1 nM to 9.6 nM
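Intrinsic fluorescence at 340/450 nm (ex/em) was read after 15 min at room temperature in pH 8.0, 100 mM Tris. Each compound concentration expressed as 4-MU-equivalent concentration from a six-point 4-MU standard series on each plate.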
* hit, by the source's call; i = inactive; ? = inconclusive; nt = not tested or not shown; [ ] = dose if it differs, or a comment. Unless noted, the call rests on the fitted dose curve; in most records, active means well fitted curve in the direction sought with a large enough effect; inconclusive means small, poorly fitted or top-dose-only effect, or another doubt; inactive means no such curve, though single readings can be large; an effect the other way counts as inactive or inconclusive.

SMILES | A350 fluor | Casp7 inh | BRCT PPI green | Fluorescein autfl | HEK293 cAMP ctrl | USP2a inhib | Casp1 inh | TexasRed autofl | Rhodamine autofl | BRCT PPI red | 4-MU autofl
CCOC(=O)c1c(NC(=O)CSc2nnc(CNc3ccc(F)cc3)o2)sc(C(C)=O)c1C | i | -6.7% | 7.1% | i | ? | 29.2% | -7.7% | i | i | -3.1% | i
CC(=O)NCCc1ccc(S(=O)(=O)N(C)C2CCS(=O)(=O)C2)cc1 (stereo unspecified) | i | -0.6% | -5.9% | ? | 9.6% | 9.8% | -2.8% | ? | i | -0.1% | i
CCc1ccc(C2CC(=O)N3CN(c4ccccc4)CSC3=C2C#N)cc1 (stereo unspecified) | nt | ? | 4.2% | nt | -1.5% | nt | -16.2% | nt | nt | -1.3% | nt
CCOC(=O)c1ccc(NC(=O)CSC2=NC(=O)C(CC)C(=O)N2)cc1 (stereo unspecified) | ? | -0.2% | 0.0% | i | 0.2% | -5.0% | 0.1% | ? | i | 0.7% | i
Cc1ccc(S(=O)(=O)NC2=NCCC2)cc1 | i | 1.0% | 0.3% | i | -14.0% | -4.3% | 0.0% | i | i | 0.9% | i
CC(=O)N1CCN(c2cccc(C)c2C)CC1 | nt | -1.0% | -1.4% | nt | 14.0%[11.4 µM] | 5.2%[7.66 µM] | -0.1% | nt | nt | 2.1% | nt
CCc1nn(C(C)C(=O)Nc2cccc(C)c2C)c(=O)c2cc3occc3n12 (stereo unspecified) | nt | -2.0% | 1.1% | nt | -9.9% | nt | -2.3% | nt | nt | 0.5% | nt
CCSc1nnc(NC(=O)CN(C)S(=O)(=O)c2ccc(F)cc2)s1 | i | 1.6% | -1.7% | ? | -6.0% | -0.3% | -0.8% | ? | i | -1.1% | i
CC1CC[C@@]23CCC4(C)[C@@]5(C)CCC6C(C)(C)C(O)CC[C@@]6(C)C5C=C[C@@]4(OC2=O)C3C1C (stereo partly specified) | nt | 2.1% | -0.8% | nt | nt | 5.7% | -0.1% | nt | nt | 0.6% | nt
N#CC1=C2SCN(c3ccc(F)cc3)CN2C(=O)CC1c1cccc(F)c1 (stereo unspecified) | nt | -4.2% | -1.6% | nt | 3.0% | nt | 1.9% | nt | nt | 0.1% | nt
CC(C)C(C(=O)C=[N+]=[N-])N1C(=O)c2ccccc2C1=O (stereo unspecified) | ? | 0.2% | 0.2% | i | 4.2% | -5.7% | -2.8% | ? | i | -0.6% | i
Cc1ccc2cccc(SCC(=O)NCc3ccco3)c2n1 | 2.8e-08M* | -2.3% | 2.9% | i | -1.5% | -0.6% | -2.5% | ? | i | -0.5% | 2.24e-08M*
O=S(=O)(Nc1cnc2ccccc2c1)N1CCCCCC1 | ? | 0.4% | -0.8% | ? | 4.0% | 8.3% | -1.7% | i | i | 0.1% | ?
CCS(=O)(=O)NCc1csc(C)n1 | i | 0.9% | -1.3% | i | -0.4% | -1.4% | 0.0% | i | i | -3.6% | i
CC(C)NC(=O)N1CCC2(CC1)CCN(C(=O)c1cccn1C)CC2 | i | -0.3% | -1.3% | i | 5.9% | 8.1% | -1.2% | i | i | -0.5% | i
Cc1ccnc(NS(=O)(=O)c2ccc(N=CC3=C(O)CC(C)(C)CC3=O)cc2)n1 | 1.16e-08M* | -5.7% | 4.4% | ? | 7.9% | -4.5% | -3.8% | ? | i | -0.7% | ?
CC(=O)Oc1ccc2c(c1C(C)C)CCC1C(C)(C)CCC[C@@]21C (stereo partly specified) | nt | -1.0% | -2.1%[3.08 µM] | nt | nt | -3.2% | -3.3% | nt | nt | -2.1% | nt
CCOc1cccc2cc(C(=O)Nc3nccs3)c(=O)oc12 | i | 1.1% | 0.9% | ? | -4.3% | 3.8% | 1.3% | i | i | 0.0% | i
CN(C)CCCOC(=O)CCc1ccccc1 | i | -0.4% | -1.0% | i | 3.4% | -6.5% | -1.6% | i | i | -0.1% | i
COc1ccccc1N1CCN(CC(O)c2ccc3cc[nH]c3c2)CC1 (stereo unspecified) | nt | -1.5% | -0.2% | nt | -3.2% | nt | -5.2% | nt | nt | -1.4% | nt

Ordered by number of heavy atoms (falling): some entries from above.
SMILES | A350 fluor | Casp7 inh | BRCT PPI green | Fluorescein autfl | HEK293 cAMP ctrl | USP2a inhib | Casp1 inh | TexasRed autofl | Rhodamine autofl | BRCT PPI red | 4-MU autofl
Cc1ccnc(NS(=O)(=O)c2ccc(N=CC3=C(O)CC(C)(C)CC3=O)cc2)n1 | 1.16e-08M* | -5.7% | 4.4% | ? | 7.9% | -4.5% | -3.8% | ? | i | -0.7% | ?
N#CC1=C2SCN(c3ccc(F)cc3)CN2C(=O)CC1c1cccc(F)c1 (stereo unspecified) | nt | -4.2% | -1.6% | nt | 3.0% | nt | 1.9% | nt | nt | 0.1% | nt
Cc1ccc(S(=O)(=O)NC2=NCCC2)cc1 | i | 1.0% | 0.3% | i | -14.0% | -4.3% | 0.0% | i | i | 0.9% | i

Later entries.
SMILES | A350 fluor | Casp7 inh | BRCT PPI green | Fluorescein autfl | HEK293 cAMP ctrl | USP2a inhib | Casp1 inh | TexasRed autofl | Rhodamine autofl | BRCT PPI red | 4-MU autofl
O=C1c2[nH]nc(-c3ccccc3O)c2C(c2cccc(Cl)c2)N1CC1CCCO1 (stereo unspecified) | i | -3.0% | 0.1% | ? | 27.4% | 32.5%[activator] | -4.0% | ? | i | -0.5% | i
CCn1cc(C(=O)N2CCc3ccccc32)c(=O)c2cc(S(=O)(=O)N3CCOCC3)ccc21 | i | 2.7% | 0.9% | ? | 0.0% | 16.9% | -3.8% | i | i | -2.7% | i
COc1ccc(CCN(Cc2nc3ccccc3c(=O)[nH]2)C(=O)c2ccco2)cc1 | i | -2.3% | -2.0% | i | 7.4% | 13.0% | -2.3% | i | i | -0.4% | i
O=C1CSC(c2ccccc2)N1CC12CC3CC(CC(O)(C3)C1)C2 (stereo unspecified) | i | -0.7% | 0.5% | i | 4.5% | 5.3% | -2.9% | i | i | 1.0% | i
C=CCc1cccc(C2C(C)CCC3C(=O)N4C(CCC(C)C4c4cccc(CC=C)c4)C(=O)N32)c1 (stereo unspecified) | nt | -0.7%[11.5 µM] | 1.9%[15.4 µM] | nt | 24.2%[11.4 µM] | nt | -0.5%[11.5 µM] | nt | nt | -0.2%[15.4 µM] | nt
COc1ccc(Oc2ncc3nc(C)c(=O)n(C[C@H]4CCCO4)c3n2)cc1 | i | -4.2% | 0.0% | i | 21.4% | 20.0% | -2.0% | i | i | -0.9% | i
CCCCC#CC1C=CC(Oc2cc(OC)c(OC)c(OC)c2)C(COC(=O)OCC)O1 (stereo unspecified) | nt | 1.7%[11.5 µM] | -4.3%[15.4 µM] | nt | 14.6%[11.4 µM] | nt | 0.0%[11.5 µM] | nt | nt | -1.4%[15.4 µM] | nt
Cc1ccc(/C(O)=C2\C(=O)C(=O)N(c3cc(C)on3)C2c2cccc(Br)c2)cc1 (stereo unspecified) | i | -1.1% | -0.9% | ? | ? | 8.2% | -2.0% | i | i | 1.3% | i
O=C1c2ccccc2C(O)N1Cc1ccccc1 (stereo unspecified) | 2.57e-08M* | 0.4% | -1.4% | i | 16.8% | -2.8% | 1.6% | i | i | 0.2% | 2.53e-08M*
Cc1cccc(C)c1NC(=O)CSCCO | i | ? | -2.8% | ? | 3.7% | -7.2% | 1.6% | i | i | -1.8% | i
COC(=O)CCCOc1ccc(Cl)cc1Cl | nt | -0.4% | -2.2% | nt | nt | -1.2% | 1.6% | nt | nt | 0.4% | nt
CC(=O)Nc1ccc(S(=O)(=O)NCCSCc2ccco2)cc1 | nt | -2.8% | -1.5% | nt | -13.9% | nt | -1.5% | nt | nt | -1.4% | nt
C=CCOc1nc2c(c(=O)n(C)c(=O)n2C)n1Cc1ccc(Cl)cc1Cl | i | nt | nt | ? | nt | nt | nt | i | i | nt | i
Cc1ccc(Cn2nnc3c(=O)n(CC(=O)c4ccccc4)cnc32)cc1 | nt | 0.1% | 1.3% | nt | ? | nt | -0.1% | nt | nt | 0.1% | nt
Clc1ccc2nc(CN3CCCc4ccccc43)cn2c1 | ? | -13.6% | -1.3% | i | -11.3% | 17.0% | -12.7% | i | i | 0.0% | ?
O=C(c1cc(-c2ccc(Cl)c(Cl)c2)on1)N1CCCCC1 | i | 0.3% | -0.9% | i | 10.5% | 4.1% | -1.0% | i | i | -1.4% | i
COC(=O)c1c(F)c(F)c(NCCO)c(F)c1F | nt | -0.1% | -2.7% | nt | ? | 8.0% | -0.7% | nt | nt | -0.6% | nt
Cc1cc(NS(=O)(=O)c2ccc(OCCNS(C)(=O)=O)cc2)no1 | i | 0.9% | -3.2% | i | 9.9% | 0.2% | 2.8% | ? | i | -2.1% | i
CCOC(=O)CSC1=NC(=O)CS1 | i | -13.3% | 9.0% | 2e-08M* | -25.4% | -3.0% | -12.9% | i | i | 0.2% | i
Cc1ccnc(NS(=O)(=O)c2ccc(N)cc2)n1 | ? | -0.1% | -3.9%[3.08 µM] | ? | 0.3%[25.6 µM] | -5.8% | 6.0% | i | i | -3.0% | ?

This is a subset, so the mix of outcomes need not match the whole.
